# Assay outcomes: PubChem BioAssay, several laboratories
# sPLA2-III inh: human group III sPLA2 inhibitors, primary screen, biochemical, QFRET, BODIPY PC-A2 liposome substrate. 0.56% of 370,000 active. inhibition, % at 12.2 µM. QFRET BODIPY PC-A2 liposome hydrolysis, fluorescence;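 active = inhibition above mean plus 3 SD of compounds lying within the high and low control bounds, cut at about 19% in these data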;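 note: 0% = median of test compound wells and 100% = no enzyme DMSO wells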
# FXN GAA850 act: FXN promoter activators, primary screen, cell-based, luciferase luminescence, HEK293 lucGAA850; HEK293 lucGAA850 FXN promoter luciferase reporter, 24 h; percent of 10 µM SAHA response; activation, % at 6 µM; 0.56% of 360,000 active; AID 540364, 2011;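 active = activation above the average of all compounds screened plus 3 SD, cutoff fixed separately per campaign, cut at about 7.5% in these data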;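 note: 0% = DMSO wells and 100% = 10 µM SAHA wells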
# GC-B act: human GC-B receptor activators, primary screen, HEK293 GC-B cells, cGMP TR-FRET, EC30 CNP; 0.11% of 370,000 active; 0% at EC30 CNP, 100% saturating CNP; Atrial natriuretic peptide receptor 2 (Homo sapiens), P20594; activation, % at 10 µM;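 active = activation at 10 µM reaching about 35% in either raw or pattern-adjusted values, limit read from the data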
# Target sequence (P20594 whole entry, looked up): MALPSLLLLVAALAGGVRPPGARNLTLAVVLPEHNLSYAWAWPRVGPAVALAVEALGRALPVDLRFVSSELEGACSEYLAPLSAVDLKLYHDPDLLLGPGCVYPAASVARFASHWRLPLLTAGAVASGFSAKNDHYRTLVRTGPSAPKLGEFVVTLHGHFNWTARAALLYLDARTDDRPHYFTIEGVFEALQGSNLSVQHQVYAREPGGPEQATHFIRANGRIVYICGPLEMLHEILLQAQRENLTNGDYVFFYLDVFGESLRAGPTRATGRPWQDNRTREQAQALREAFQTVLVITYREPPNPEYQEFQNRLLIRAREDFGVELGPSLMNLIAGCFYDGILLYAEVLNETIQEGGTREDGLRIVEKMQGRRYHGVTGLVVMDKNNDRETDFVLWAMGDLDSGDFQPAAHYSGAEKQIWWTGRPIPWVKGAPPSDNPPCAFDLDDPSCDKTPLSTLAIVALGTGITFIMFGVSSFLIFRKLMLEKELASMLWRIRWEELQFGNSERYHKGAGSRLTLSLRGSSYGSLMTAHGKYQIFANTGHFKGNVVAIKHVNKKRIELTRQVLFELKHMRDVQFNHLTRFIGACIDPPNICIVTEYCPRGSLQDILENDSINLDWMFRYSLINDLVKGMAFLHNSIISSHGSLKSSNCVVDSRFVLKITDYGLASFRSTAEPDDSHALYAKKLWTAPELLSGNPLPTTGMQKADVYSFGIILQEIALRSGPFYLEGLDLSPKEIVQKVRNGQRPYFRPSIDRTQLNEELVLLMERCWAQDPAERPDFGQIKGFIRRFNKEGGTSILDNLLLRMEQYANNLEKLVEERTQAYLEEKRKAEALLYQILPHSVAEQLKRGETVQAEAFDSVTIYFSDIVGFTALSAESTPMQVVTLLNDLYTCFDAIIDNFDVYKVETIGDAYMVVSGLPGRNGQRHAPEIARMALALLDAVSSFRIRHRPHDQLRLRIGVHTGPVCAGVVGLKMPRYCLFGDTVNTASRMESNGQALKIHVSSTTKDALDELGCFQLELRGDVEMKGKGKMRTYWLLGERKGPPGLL
# KLK7 zymogen act: proKLK7 zymogen activators, primary screen, biochemical, fluorescence intensity; 0.9% of 370,000 active; activation, % at 7 µM; AID 652039, 2013; Kallikrein-7 (Homo sapiens), P49862; purified proKLK7, EDANS-DABCYL substrate fluorescence; 100% is mature enzyme control, 0% vehicle;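 active = activation above the mean of all tested compounds plus 3 SD, computed per campaign excluding outliers beyond control limits, cut at about 13% in these data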
# hcDAF-12 act: H. contortus DAF-12 nuclear receptor activators, primary screen, cell-based, luminescence, HEK293, lit1-tk-luc reporter. HEK293 hcDAF-12 lit1-tk-luc reporter; 0% DMSO, 100% Δ7-dafachronic acid. activation, % at 6.8 µM. 1.4% of 370,000 active. AID 652067, 2013;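 active = activation above the mean of all tested compounds plus 3 SD, cut at about 5.5% in these data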;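 note: 100% = response to 3 µM Δ7-dafachronic acid high control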
# DAX1 inh-1: DAX1 (NR0B1) inhibitors on StAR promoter, primary screen, cell-based, luminescence, SF-1 (NR5A1), full-length DAX-1; HEK293T StAR-luciferase reporter, SF-1/DAX-1 repression relief; inhibition, % at 6.8 µM; AID 652010, 2013; 1.1% of 370,000 active;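 active = inhibition above the mean over all tested compounds plus 3 SD, cut at about 3.6% in these data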;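 note: 0% = DAX-1 cells with DMSO and 100% = cells lacking DAX-1 with DMSO; higher inhibition means more luminescence from relief of DAX-1 repression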
# ssDAF-12 act: S. stercoralis DAF-12 nuclear receptor activators, primary screen, cell-based, luminescence, HEK293, GRIP1 co-expression, lit1-tk-luc. AID 652126, 2013. 1% of 370,000 active. activation, % at 6.8 µM. HEK293 ssDAF-12/GRIP1 lit1-tk-luc reporter; % of 3 µM dafachronic acid response. Nuclear hormone receptor DAF-12 (Strongyloides stercoralis);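 active = activation above the mean over all tested compounds plus 3 SD, cut at about 0.9% in these data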;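 note: 0% = DMSO-only wells and 100% = 3 µM delta7-dafachronic acid wells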
# hgDAF12 agonist: H. glycines DAF-12 receptor agonists, primary screen, cell-based, luminescence, HEK293, GAL4 fusion, UAS-luciferase; HEK293 GAL4-hgDAF12 UAS-luciferase reporter, agonist luminescence; normalized to butyrate control; activation, % at 6.8 µM; 1.8% of 370,000 active; AID 687014, 2013;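 active = activation above a cutoff set at the mean of all screened compounds plus 3 SD, cut at about 10% in these data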;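 note: 0% = DMSO wells and 100% = sodium butyrate wells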
# SMARCA2 activ: SMARCA2 (BRM) function activators, primary screen, cell-based, luminescence, high throughput. MG213 cells, MMTV-luciferase reporter, dexamethasone, overnight. activation, % at 9.1 µM. 1% of 370,000 active. AID 652017, 2013; in the data active = activation above about 7.8%;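 note: 0% = vehicle wells and 100% = reference activator wells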
# NPR1 activator: GC-A stimulated cGMP production enhancers – HEK293 GC-A cells, cGMP TR-FRET, EC30 ANP, primary screen. Atrial natriuretic peptide receptor 1 (Homo sapiens), P16066. 0% at EC30 ANP, 100% saturating ANP. activation, % at 10 µM. 0.14% of 370,000 active. AID 1671463, 2021; in the data active = activation above about 40%
# DAX1 inh-2: DAX1 (NR0B1) inhibitors, primary screen, cell-based, HEK293, Gal4-DAX1, luciferase luminescence; Nuclear receptor subfamily 0 group B member 1 (Homo sapiens), P51843; HEK293 Gal4-DAX1 luciferase reporter; inhibition, % at 6.75 µM; 0.99% of 340,000 active; AID 504766, 2011;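 active = inhibition above the mean over all tested compounds plus 3 SD, cut at about 4.2% in these data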;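 note: 0% = DAX1-transfected cells with DMSO and 100% = empty-vector control cells with DMSO; inhibition shows as a rise in luminescence from relieved DAX1 repression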
# An asterisk follows results filed as active; / = no result given.
SMILES,sPLA2-III inh,FXN GAA850 act,GC-B act,KLK7 zymogen act,hcDAF-12 act,DAX1 inh-1,ssDAF-12 act,hgDAF12 agonist,SMARCA2 activ,NPR1 activator,DAX1 inh-2
O=C(Nc1cccnc1)c1cccc(S(=O)(=O)N2CCCCC2)c1,-1.7,1.9,-1.5,-0.4,0.1,0.1,-1.8,0.9,0.0,-3.4,0.9
COc1ccc(CN2C(=O)C(CC(=O)NC(c3ccccc3)c3ccccc3)CC(C(=O)N(C(C)C)C(C)C)=C2C)cc1 (stereo not given),-10.9,-7.7,-0.8,0.2,-0.3,-0.7,-0.4,-0.8,-2.2,-0.8,3.2
CCOc1ccc(NS(=O)(=O)c2ccc3c(c2)oc(=O)n3C)cc1,-1.4,-2.2,2.5,0.3,0.0,0.1,-1.4,-3.0,-3.2,-0.1,-1.0
CC1=C(C#N)CCC(=O)N1Cc1ccc(C)cc1,5.1,-1.1,0.1,-0.6,-1.4,-0.5,-1.1,-1.8,-0.7,-0.9,-0.1
O=C(Cc1ccc(F)cc1)NCCc1ccc(F)cc1,-6.8,0.4,-1.3,-0.2,-1.8,0.0,-1.3,0.0,-0.2,-2.1,1.3
COc1cc(C(=O)OCC(=O)NC(N)=O)cc(CN2C(=O)c3ccccc3C2=O)c1OC,2.1,2.8,-0.3,-0.2,-1.3,-0.1,-1.0,-0.8,-1.3,-3.4,-0.6
COc1ccc(CC(=O)OCN2C(=O)c3ccccc3C2=O)cc1,5.2,-0.1,0.1,-0.5,-0.2,-0.2,-0.8,-1.0,0.3,1.9,0.1
O=c1oc(-c2ccco2)nc2sc3c(c12)CCCC3,3.6,1.1,-8.7,0.0,0.5,1.1,-0.5,-0.2,-0.9,-6.4,-0.8
CC(C)c1cc(C(=O)O)on1,0.1,1.4,2.6,0.2,-0.8,0.1,-1.3,0.9,-1.4,-0.6,1.1
O=C(CCSc1nc(-c2ccco2)cc(C(F)(F)F)n1)NCc1cccs1,-7.7,-1.4,-0.3,-1.2,-2.6,0.0,-1.7,-1.3,-1.6,-3.1,-1.3
O=C(CSc1ccc([N+](=O)[O-])cn1)Nc1ccc2[nH]c(=O)[nH]c2c1,6.2,0.0,-4.1,0.4,-0.8,0.0,-1.2,-0.8,-2.6,2.0,-0.6
CCN(CC)c1cc(CS(=O)c2ccccc2)nc(-c2ccccc2)n1 (stereo not given),-0.1,-0.8,-4.2,-0.5,-0.9,-1.3,-1.6,-2.4,-0.8,-2.2,-0.9
COc1ccc(NC(=O)C2(C)CCN2Cc2ccc(OC(F)(F)F)cc2)cc1OC (stereo not given),0.2,1.2,3.4,-0.3,0.6,-0.1,-1.7,-5.5,-1.4,3.6,/
CCn1c(SCC(=O)Nc2ccc3c(c2)OCCO3)nnc1-c1c[nH]c2ccccc12,-23.2,-0.9,-1.2,0.7,-0.7,-3.0,-0.1,7.0,-1.1,-3.0,-0.7
CC1CCCC(NC(=O)CNC(=O)c2cccs2)C1C (stereo not given),2.7,-0.6,-0.2,1.1,0.0,1.3,-0.7,0.6,0.3,-0.4,5.2*
COc1cc(Br)cc(C(c2c(C)n(C)n(-c3ccccc3)c2=O)c2c(C)n(C)n(-c3ccccc3)c2=O)c1O,-4.1,-1.7,-4.0,-0.2,-1.2,-0.2,-0.3,0.3,-4.2,-5.0,/
N#Cc1nc(-c2ccco2)oc1N1CCc2ccccc2C1,-6.4,3.7,-6.6,-0.3,-0.9,0.0,-1.3,0.2,-1.8,3.7,-0.5
COc1ccc(CCN2C(=O)CSC2c2ccc(OC)c(OC)c2)cc1OC (stereo not given),-6.1,2.7,2.3,-1.1,-1.5,-0.9,-1.7,1.4,-2.4,-5.5,-2.1
CC(=O)c1ccc(N(C(=O)CS(=O)CC(=O)Nc2ccc(F)cc2)C(C(=O)NC2CCCCC2)c2cccs2)cc1 (stereo not given),-1.3,2.4,-1.8,0.1,-2.5,0.8,0.2,0.9,0.4,1.1,0.1
Nc1nc(SCC(=O)OCc2ccccc2)[nH]c(=O)c1NC(=O)c1ccco1,-2.3,0.2,0.1,-0.7,-0.8,0.2,-1.3,-2.2,-2.5,-1.0,0.3
COP(=O)(CC(=O)C(Cc1ccccc1)NC(=O)OC(C)(C)C)OC (stereo not given),-2.1,/,-2.5,0.1,-0.3,0.0,-0.9,3.2,-2.5,4.4,/
Nn1c(SCc2ccccc2F)nnc1-c1cccnc1,-7.1,3.9,2.5,0.4,3.4,1.1,-0.7,6.5,0.6,-0.7,/
COc1cccc(/C=C2\CCC(C3CCCC3)C2=O)c1 (stereo not given),0.0,4.1,-1.9,-0.8,0.0,0.4,-0.2,6.3,4.8,0.1,1.9
COc1cc(C=C2C(=O)OC(C)(C)OC2=O)cc(Cl)c1OCC(=O)Nc1ccccc1,-5.8,1.7,-7.0,0.2,0.6,-0.2,-1.5,1.6,-0.1,-2.4,-0.3
CN(C)c1ccc(/C=N/N2C(=S)SC(C)(C)C2N(O)C(=O)Nc2ccc([N+](=O)[O-])cc2)cc1 (stereo not given),-20.1,-0.6,-3.9,-0.2,-0.2,-0.1,-0.9,1.9,-2.9,-4.4,-0.2
SMILES,sPLA2-III inh,FXN GAA850 act,GC-B act,KLK7 zymogen act,hcDAF-12 act,DAX1 inh-1,ssDAF-12 act,hgDAF12 agonist,SMARCA2 activ,NPR1 activator,DAX1 inh-2
Cc1nn(Cc2ccccc2)c(C)c1C(=O)NCCCN1CCCC1=O,11.4,1.4,6.8,-0.1,-0.3,1.2,-0.2,0.4,-5.1,1.7,0.0
O=S1(=O)c2ccccc2C(CCO)N1Cc1ccccc1 (stereo not given),1.7,-0.9,2.9,-0.1,-2.0,0.2,-1.3,1.4,0.8,-0.3,0.0
Nc1nnc(SCC(=O)Nc2cc(C(F)(F)F)ccc2N2CCOCC2)s1,3.0,1.4,2.4,0.2,-1.7,-0.2,-1.1,1.4,-0.9,-1.5,0.7
CCOc1cc(C2C(C(=O)c3ccccc3)=C(C(=O)OC)Nc3nnnn32)ccc1O (stereo not given),0.9,2.5,-1.9,-0.1,1.3,-0.4,-0.5,0.1,2.5,6.7,-0.2
CC1=C(C(=O)OCCBr)C(c2cccc3ccccc23)NC(=O)N1 (stereo not given),13.5,0.1,-1.4,0.1,-0.8,0.8,-1.4,-0.1,-2.0,-5.5,-0.7
COc1ccc(CCNC(=O)COC(=O)C2CC2)cc1OC,-1.3,-1.0,3.3,-0.5,0.6,1.2,-1.2,-1.0,-3.4,-3.3,0.1
COc1cccc(N2CC(C(=O)Nc3nnc(SCC(=O)NC4CCCC4)s3)CC2=O)c1 (stereo not given),2.3,0.2,-0.8,-0.4,-1.3,0.1,-1.1,-0.1,-0.8,-0.6,0.6
Oc1cc(O)cc(-c2cc3ccc(O)cc3o2)c1,-12.8,-7.7,0.3,-234.2,-0.3,1.0,-1.8,-4.7,-1.5,0.2,-0.3
CCOC(=O)c1c(CSc2ccccc2)n(C)c2cc(Br)c(O)c(CN(C)C)c12,-25.8,18.9*,-6.2,-0.3,-2.9,-0.9,-1.3,1.3,-2.8,-31.7,0.4
O=[N+]([O-])c1ccccc1NCCNS(=O)(=O)c1ccc(Cl)cc1,-21.7,3.9,1.0,-0.2,-0.8,-0.5,-1.5,1.3,-0.3,-3.2,-0.2
CN(C)C(=O)C1Cc2ccccc2CN1S(=O)(=O)c1ccc(F)cc1 (stereo not given),5.0,2.1,-1.0,0.2,-0.7,-0.2,-1.5,3.5,-4.4,4.2,-0.5
O=C(/C=C/c1ccccc1)OCCCCN=C1NS(=O)(=O)c2ccccc21,-3.3,-0.3,-6.8,0.8,-2.5,-1.0,-1.1,-0.3,-0.8,-7.4,-1.9
CNS(=O)(=O)c1cccc(C(=O)OCC(=O)C23CC4CC(CC(C4)C2)C3)c1,-29.9,1.6,-1.4,0.4,-1.9,0.0,-0.9,-0.2,1.0,-0.2,-1.2
COC(=O)C[C@@H]1CC[C@@H](NC(C)=O)[C@@H](CO)O1,11.2,/,0.5,0.6,-0.5,1.4,-1.4,-0.3,-0.2,2.7,/
Cc1cc(Br)c(NC(=O)COC(=O)C2CCCCC2)c(Br)c1,-8.5,1.0,-1.3,0.6,0.0,0.9,-0.7,0.5,0.4,0.3,0.1
CC1=CCC[C@@H]2[C@]3(CC/C(=C/CO)CO)CO[C@@]2(C1)[C@@H](O)C[C@H]3C,9.7,1.4,0.1,-0.1,3.8,0.6,-0.9,4.2,-1.1,-1.1,/
CCN1C(=O)[C@H]2[C@@H](c3ccc(C)cc3)N[C@]3(CCCN(Cc4ccc(C)cc4)C3=O)[C@H]2C1=O,0.3,0.0,-0.1,-0.1,-1.1,-1.4,-1.2,-0.8,-4.2,2.2,0.6
COc1cccc2[nH]c(C(=O)NCC3CCCO3)cc12 (stereo not given),2.3,-0.2,-4.0,2.8,-0.8,0.1,-1.0,4.6,-0.9,3.5,-0.6
CC(=O)Nc1c(Cl)cc2c(c1Cl)Cc1ccccc1-2,-5.0,0.6,-1.1,0.6,2.6,2.5,-0.2,6.5,-2.3,0.6,1.0
COC(=O)c1ccc(SCC(=O)N2CCC(C)CC2)c([N+](=O)[O-])c1,4.8,2.1,4.2,0.1,1.2,1.3,-1.2,2.0,-0.3,0.9,1.7
CC(C)C(NC(=O)c1ccccc1)C(=O)N/N=C\c1ccco1 (stereo not given),7.3,-0.8,0.2,0.0,-1.2,-0.1,-1.2,-0.7,-1.3,-1.2,-0.7
Cc1ccc(-n2c(N)c(C(=O)N3CCOCC3)sc2=S)cc1,5.6,-1.7,7.6,-1.0,0.8,-0.2,-1.1,1.7,0.2,3.5,1.0
COc1cccc(S(=O)(=O)N(C)C[C@@H]2Oc3cc(Br)ccc3S(=O)(=O)N([C@@H](C)CO)C[C@@H]2C)c1,-25.1,-1.8,-14.1,0.2,-1.2,-2.9,-0.7,-2.2,-4.3,-13.3,-0.2
C=CCN(CC#Cc1ccc(C(F)(F)F)cc1)CC=C,0.9,/,-1.9,-0.3,2.6,0.4,-0.9,-3.9,-1.5,8.1,/
